Screening results: PubChem BioAssay, National Center for Advancing Translational Sciences (NCATS)
TRHR ag: agonists of human TRH receptor; P34981; TRHR cells, calcium flux fluo-8, FDSS agonist mode; activation, % at 2 µM; hit rate 0.18% among 360,000; AID 493084; in the data active = activation above about 30%; note: 0% is about no effect
Target sequence (P34981 whole entry, looked up): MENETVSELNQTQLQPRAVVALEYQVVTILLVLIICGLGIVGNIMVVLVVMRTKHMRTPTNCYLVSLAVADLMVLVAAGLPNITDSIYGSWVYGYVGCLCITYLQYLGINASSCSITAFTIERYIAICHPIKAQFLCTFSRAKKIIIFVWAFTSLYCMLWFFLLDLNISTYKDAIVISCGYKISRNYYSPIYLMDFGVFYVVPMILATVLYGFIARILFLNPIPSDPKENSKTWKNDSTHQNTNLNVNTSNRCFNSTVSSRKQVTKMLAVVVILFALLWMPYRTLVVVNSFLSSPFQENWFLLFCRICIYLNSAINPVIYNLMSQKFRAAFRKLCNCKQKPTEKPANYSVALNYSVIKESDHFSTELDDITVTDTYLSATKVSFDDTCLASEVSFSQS
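Read-out: compound-evoked intracellular calcium rise in TRHR cells, fluo-8 dye, kinetic FDSS fluorescence at 1 s/cycle following a 10-cycle baseline. Cells cultured overnight before dye loading (30 min–1.5 h, RT).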
Anesthetic bind: binds horse apoferritin like a general anesthetic. apoferritin/1-aminoanthracene competitive binding, fluorescence. Potency, µM (doses to about 77.5 µM), without a hit: at the top dose activity change, negative = displacement, hits mostly inhibitors. hit rate 0.074% among 350,000; note: potency is the fitted concentration of half-maximal effect; % is set by controls: 0 for no effect and ±100 for the full control effect; nearly all actives have a fitted effect of over 20% in size
Target sequence (P02791 2-175 limits assumed): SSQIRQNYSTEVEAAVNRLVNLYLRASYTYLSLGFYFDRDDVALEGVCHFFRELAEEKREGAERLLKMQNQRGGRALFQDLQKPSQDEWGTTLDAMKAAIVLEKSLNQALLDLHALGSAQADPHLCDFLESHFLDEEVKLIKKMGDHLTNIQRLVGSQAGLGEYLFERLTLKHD
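Probe: 1-aminoanthracene (50% saturated, PBS). Protein: horse-spleen apoferritin, 10 uM. Incubation: 10 min, room temperature. Detection: 380 nm excitation, 535 nm emission. Analysis: normalized response, four-parameter Hill.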
D2 potentiator: D2 dopamine receptor (human) potentiation; P14416; HEK293 T-REx D2, calcium flux, EC20 dopamine potentiation; potentiation, % at 10 µM; hit rate 0.34% among 340,000; AID 485347;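 active = potentiation over 3 SD above the plate norm, cut at about 30% in these data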; note: 0% is about no effect
Target sequence (P14416 whole entry, looked up): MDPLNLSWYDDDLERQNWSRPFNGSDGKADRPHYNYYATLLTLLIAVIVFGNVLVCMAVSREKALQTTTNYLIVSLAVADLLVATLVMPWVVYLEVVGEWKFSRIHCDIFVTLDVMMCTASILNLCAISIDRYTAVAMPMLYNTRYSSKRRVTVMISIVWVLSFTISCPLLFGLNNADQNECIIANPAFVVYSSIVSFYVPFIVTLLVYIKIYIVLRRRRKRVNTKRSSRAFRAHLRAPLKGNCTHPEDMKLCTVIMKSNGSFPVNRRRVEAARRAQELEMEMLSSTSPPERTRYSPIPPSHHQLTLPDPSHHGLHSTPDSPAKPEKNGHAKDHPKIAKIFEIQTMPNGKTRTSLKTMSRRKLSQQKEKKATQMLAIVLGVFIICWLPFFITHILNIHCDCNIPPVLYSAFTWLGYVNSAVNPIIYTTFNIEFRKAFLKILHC
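Calcium flux readout, no-wash dye, 1 read/s. Inducible HEK293 Trex D2 line, overnight 30 C. Compound alone 180 s (agonist flags), then EC20 dopamine, another 180 s to score potentiation.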
RXFP1 antagonist: blocks the human relaxin receptor RXFP1; activity change, negative = inhibition, % at 57.5 µM; AID 1259400; Q9HBX9; hit rate 0.59% among 350,000; HEK293-RXFP1, relaxin-stimulated cAMP HTRF, 30 min; hits give low values;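 active = activity change of -60% or lower, but not beyond a set lower limit; inconclusive = change between -60% and -40%, or beyond the set limit; inactive = change above -40%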; note: % is set by controls: 0 for no effect and ±100 for the full control effect
D1 potentiator: enhances dopamine response at the human D1 receptor; P21728; HEK293 TREx D1 cells, calcium flux, dopamine EC20 potentiation; potentiation, % at 10 µM; hit rate 0.036% among 360,000; in the data active = potentiation above about 30%; note: 0% is about no effect
D1 agonist: agonists of human D1 dopamine receptor; P21728; HEK293 T-REx D1 cells, calcium flux, agonist mode; AID 504660; hit rate 1% among 360,000; activation, % at 2 µM; in the data active = activation above about 30%; note: 0% is about no effect
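Inducible HEK293 T-REx D1 cells, force-coupled to calcium signalling, were plated at 4000 cells/well with tetracycline and held overnight at 30 C. After no-wash calcium dye loading, compound-evoked calcium rise over 180 s flagged agonists.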
RXFP1 ag: activates the human relaxin receptor RXFP1; Q9HBX9; HEK293T-RXFP1 cAMP TR-FRET, 30 min; response scale: percent of porcine relaxin response, buffer zero; Potency, µM (series often up to 57.5 µM), for the others: at the highest dose activation, usual class: activators; hit rate 0.3% among 370,000; AID 2676; note: potency is the fitted concentration of half-maximal effect; % is set by controls: 0 for no effect and ±100 for the full control effect; nearly all actives have a fitted effect of over 60% in size; many of its hits are not listed in these tables
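HEK293T cells stably expressing RXFP1 were pretreated with the PDE4 inhibitor Ro 20174, exposed to compounds for 30 min at 37C, lysed, and cAMP was read by TR-FRET. Data normalized to buffer (basal) and 29 nM porcine relaxin (100%).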
D1 antagonist: antagonists of human D1 dopamine receptor | HEK293 TREx D1 cells, calcium flux, dopamine EC80; hits give low values | hit rate 3.2% among 360,000 | activity change, negative = inhibition, % at 10 µM; in the data active = activity change below about -30%; note: % is set by controls: 0 for no effect and ±100 for the full control effect
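HEK293 T-REx cells expressing inducible, force-coupled D1 receptor; no-wash Ca dye, 30–90 min RT. Cmpd → 180 s read at 1 Hz → EC80 DA → 180 s read.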
TRHR PAM: allosteric enhancers of human TRH receptor; TRHR cells, fluo-8 calcium fluorescence, EC20 TRH enhancement; enhancement, % at 2 µM; hit rate 0.66% among 360,000; AID 493056; in the data active = enhancement above about 30%; note: 0% is about no effect
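TRHR-expressing cells loaded with fluo-8 calcium dye were read kinetically (ex 480/em 530) during compound addition, then stimulated with an EC20 of TRH (10 nM final). Enhancement of the Gq-mediated intracellular calcium response was scored.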
An asterisk follows results filed as active; ? = inconclusive; · = not tested or not shown; [ ] = dose if it differs, or a comment. Unless noted, calls come from the whole dose curve; as a rule, active = well fitted curve in the direction sought with a large enough effect; inconclusive = small, poorly fitted or top-dose-only effect, or another doubt; inactive = no such curve, though single readings can be large; an effect the other way counts as inactive or inconclusive.

SMILES	TRHR ag	Anesthetic bind	D2 potentiator	RXFP1 antagonist	D1 potentiator	D1 agonist	RXFP1 ag	D1 antagonist	TRHR PAM
C[C@H](NC(=O)[C@H]1N2C(=O)c3ccccc3C2SC1(C)C)C(=O)NCc1ccncc1 (stereo not given in full)	0.7	-6%	-1	11	-4	3	1.5%	8	-4
CC(=O)c1cccc(N(CC(=O)NCCc2ccccc2)C(=O)c2csnn2)c1	0.9	-6%	0	-4	-4	0	1.8%	-8	-3
Cc1ccc(NC(=O)CN2CCCN(Cc3cc(C)ccc3C)S2(=O)=O)c(Cl)c1	0.3	41%[activator]	10	-20	-1	5	-1.0%	2	0
COc1ccc(S(=O)(=O)N2CCCCCC2)cc1C(=O)Nc1cccc(C)n1	0.3	-16%	·	-4	-1	2	-0.5%	-24	0
C[C@H](NC(=O)c1nc[nH]c1C(=O)N1CCc2ccccc2C1)C(=O)OCc1ccccc1	-1.3	-19%	13	·	-2	-1	0.0%	-8	1
O=C(CCNC(=O)c1ccco1)NCCN1C(=O)S/C(=C\c2ccc(F)cc2)C1=O	-0.3	·	3	2	-9	1	0.5%	-18	6
CN(C)/C=C(\C=N\OCc1ccc(Cl)cc1Cl)C(=O)Nc1ccc(Cl)c(Cl)c1	-0.1	-7%	-7	·	-4	9	-0.8%	3	-12
COc1ccc(-c2[nH]ncc2/C=N\NC(=O)c2ccc(C(C)(C)C)cc2)cc1OC	0.0	-18%	-21	-29	4	1	-0.1%	7	-8
COc1ccc(NC(=O)Cc2nnc(SCC(=O)NC3=NCCS3)n2C)cc1	0.2	1%	0	2	-7	1	1.6%	3	-1
COc1cccc(S(=O)(=O)Nc2ccc(C(=O)N3CCN(C(=O)c4ccco4)CC3)cc2)c1	0.5	-12%	3	9	1	1	-1.0%	10	5
N#CC1=C(N)NC(SCC(=O)Nc2ccccc2)=C(C#N)C12CCCC2	0.3	?	5	-5	-4	5	0.9%	-12	2
Cn1nc(C(C)(C)C)c([N+](=O)[O-])c1C(=O)NC1CCCCC1	0.7	1%	5	7	-1	0	-0.4%	7	1
CC1(C)CC(=O)c2c(oc3c(Cl)cc(NS(=O)(=O)c4ccc(Br)cc4)cc23)C1	0.1	2%	-3	-7	-2	0	6.1%	2	-2
COc1ccc(/C=N/n2c(-c3ccc(C)cc3)n[nH]c2=S)cc1OC	-0.4	-14%	9	11	-4	0	0.5%	15	14
Cc1cccc(C)c1NC(=S)N(Cc1cccnc1)Cc1ccccc1Cl	-1.3	-7%	0	3	1	-1	1.1%	7	-2
O=C(C1=C(O)C(=O)N(Cc2ccccc2)C1c1ccco1)c1ccco1 (stereo not given)	-0.6	-20%	-3	6	-11	2	16%	-36*	-6
c1nc2sc3c(c2c2nnnn12)CCC3	0.3	?	10	10	-6	0	8.4%	-7	1
CCCCCCCC(=O)N/N=C/c1ccc(Br)cc1	0.4	?	1	-13	-6	6	-2.8%	-1	3
Cc1ccccc1-c1nnc2c3ccccc3c(C)nn12	-0.4	-9%	-6	7	-7	-2	4.8%	15	1
COC(=O)C1=C(C)NC(=O)C1(NS(=O)(=O)c1ccc(C)cc1)C(F)(F)F (stereo not given)	-0.3	-15%	-1	-2	-3	2	0.8%	-2	3
CC(=O)c1ccc(NC(=O)CNCC(c2ccccc2)N(C)C)cc1 (stereo not given)	0.5	-5%	-4	-21	-3	3	-5.5%	-6	6
CCOC(=O)C1CCCN(C(=O)c2cncc(Br)c2)C1 (stereo not given)	0.6	-9%	-1	0	-2	3	2.5%	-9	1
O=C(NCCCN1CCOCC1)c1cc(C(=O)C2CC2)c[nH]1	0.4	-6%	-5	0	-3	0	0.1%	-7	4
O=C(Nc1nc2c(Br)cccc2s1)C1CC1	-0.1	-21%	6	-9	-3	0	0.1%	-20	-2
O=C(c1ccc2ccccc2c1)N1CCCCC1	-0.2	-14%	15	-24	-1	0	1.2%	-9	7

Some values from the results shown.
In Anesthetic bind, `C[C@H](NC(=O)c1nc[nH]c1C(=O)N1CCc2ccccc2C1)C(=O)OCc1ccccc1` is listed with -19%
In Anesthetic bind, `COc1ccc(/C=N/n2c(-c3ccc(C)cc3)n[nH]c2=S)cc1OC` is listed with -14%

Next section.
SMILES	TRHR ag	Anesthetic bind	D2 potentiator	RXFP1 antagonist	D1 potentiator	D1 agonist	RXFP1 ag	D1 antagonist	TRHR PAM
CC(C)=CC(=O)Nc1nnc(-c2cccnc2)s1	0.9	-5%	-6	-10	-6	5	0.8%	3	2
CSCCC(NC(=O)COc1ccccc1)C(=O)N1CCN(c2ccccc2)CC1 (stereo not given)	0.0	·	5	1	·	3	0.4%	-8	-1
COc1ccc(OCC(O)CNC(=O)c2ccc(Br)cc2)cc1 (stereo not given)	0.0	-10%	2	13	-3	0	0.6%	4	2
CS(=O)(=O)N1CCN(c2ncnc3c2cnn3-c2ccccc2)CC1	1.1	-4%	2	-6	-9	2	3.8%	-11	3
Cc1ccc(CNC(=O)C(=O)NCC2OCCN2S(=O)(=O)c2cccs2)cc1 (stereo not given)	-0.7	?	12	2	-3	-2	2.5%	-3	4
O=C(Cc1ccc(-n2c(=O)c3ccccc3n(Cc3ccccc3Cl)c2=O)cc1)NCC1CCCO1 (stereo not given)	-0.7	-1%	9	5	-2	4	0.1%	8	1
O=C(c1ccc(Cl)s1)N1CCCC1	-0.7	-16%	0	-6	0	1	6.0%	8	10
CCC(=O)OCc1cc2cccc(C)c2[nH]c1=O	-0.1	-14%	-1	8	0	7	2.1%	19	-6
CN(c1ccccc1C(=O)NCc1ccccc1Cl)S(=O)(=O)c1ccccc1	-0.5	-15%	-7	5	2	0	1.1%	-21	-7
COc1ccc(-c2ccccc2)cc1NCc1ccc(OC)c(OC)c1	-0.9	60%[activator]	4	-3	3	0	5.6%	0	-4
CC(C)c1csc(CN2CCC(CO)(Cc3cccc(F)c3)CC2)n1	1.4	-9%	2	-15	-3	26	-1.4%	-11	-9
CCOc1ccc(CCNC(=O)c2cc(Nc3ccc(C)cc3C)nc3ccccc23)cc1OCC	0.7	5%	-8	-7	-1	-1	4.5%	-19	-5
Cc1cccc(OCc2nnc(SCC(=O)c3ccccc3)o2)c1	-0.1	?	·	-10	-4	4	0.2%	0	-4
COc1cccc(CNCCCSc2nnnn2C)c1OC	0.0	-4%	3	-1	-1	1	0.4%	10	4
CCOC(=O)C1CCN(C2=C(NS(=O)(=O)c3ccc(Br)cc3)C(=O)c3ccccc3C2=O)CC1	-0.6	?	4	9	-11	3	1.0%	-18	-3
Cc1ccc(N2C(=O)c3n[nH]c(C)c3C2c2ccco2)cc1 (stereo not given)	0.5	0%	·	-6	1	2	-1.0%	-14	4
NCCOc1ccccc1-c1ccccc1	-0.1	-11%	-21	-19	-5	9	0.8%	-4	9
Cn1c(=O)c2c(nc(NCCCCO)n2Cc2ccccc2Cl)n(C)c1=O	-0.7	-1%	-10	-5	2	-1	10%	-25	12
Cc1cc(S(=O)(=O)NCc2cccs2)ccc1-n1cnnn1	0.0	-5%	-23	1	-10	4	0.3%	-10	7
CC(NC(=O)Nc1ccc([N+](=O)[O-])cc1)C(c1ccccc1)N1CCOCC1 (stereo not given)	-0.5	-18%	4	-12	-1	173*	1.5%	167	2
Cc1cccc(-n2c(SCC(=O)Nc3ccc(C)c(C)c3)nc3n[nH]c(C)c3c2=N)c1	-0.2	?	-8	-10	-5	2	-1.5%	-6	5
O=S(=O)(c1ccccc1)N1CCN(c2nnc(-c3ccccc3)c3ccccc23)CC1	-0.1	-11%	-7	-22	-3	3	1.8%	5	-11
COc1ccc2nc(NC(=O)C3CCCN(S(=O)(=O)c4cccs4)C3)sc2c1 (stereo not given)	1.1	-13%	-3	-7	-2	2	-0.1%	1	-4
CCOC(=O)C1CCN(C(=O)COC(=O)Cc2ccc(Cl)cc2)CC1	-0.5	3%	7	3	6	1	1.5%	-1	10
C=CCn1c(SCC(=O)c2cc(C)n(CCOC)c2C)nc2sc(C)c(C)c2c1=O	-0.9	-22%	22	-1	3	0	-3.8%	31	14

Entries of single compounds as entered above. Values in the order: TRHR ag	Anesthetic bind	D2 potentiator	RXFP1 antagonist	D1 potentiator	D1 agonist	RXFP1 ag	D1 antagonist	TRHR PAM
Record of CC(C)=CC(=O)Nc1nnc(-c2cccnc2)s1 = 0.9	-5%	-6	-10	-6	5	0.8%	3	2
Record of CC(C)c1csc(CN2CCC(CO)(Cc3cccc(F)c3)CC2)n1 = 1.4	-9%	2	-15	-3	26	-1.4%	-11	-9
Record of CCOC(=O)C1CCN(C2=C(NS(=O)(=O)c3ccc(Br)cc3)C(=O)c3ccccc3C2=O)CC1 = -0.6	?	4	9	-11	3	1.0%	-18	-3

The results go on.
SMILES	TRHR ag	Anesthetic bind	D2 potentiator	RXFP1 antagonist	D1 potentiator	D1 agonist	RXFP1 ag	D1 antagonist	TRHR PAM
COc1cc(-c2ccno2)ccc1S(=O)(=O)N1CCN(c2ccccc2F)CC1	0.2	-7%	-4	0	-4	3	0.6%	-3	3
Cc1ccc(NC(=O)N(CCCN2CCOCC2)Cc2cccnc2)cc1C	-0.5	1%	19	·	·	1	0.1%	21	7
COc1ccc(C(=O)CCC(=O)Nc2ccc(C)c(Cl)c2)cc1	-0.2	-8%	1	-15	-4	3	-2.2%	-2	2
COc1ccc(C(=O)c2c(O)cc(-c3ccc(OC)cc3)oc2=O)cc1	0.0	3%	-10	3	-1	2	4.9%	-5	5
Cc1ccccc1NC(=O)CSc1nc(-c2ccc(F)cc2)nc2c1Cc1ccccc1O2	0.2	-1%	-6	-6	-5	0	0.1%	-25	-7
O=C(COC(=O)CNC(=O)c1ccccc1F)Nc1cccnc1Cl	0.3	-9%	2	-16	-5	3	-3.1%	12	17
CC1c2[nH]c3ccccc3c2C[C@H]2C(=O)N(CCCN(C)C)CC(=O)N12 (stereo not given in full)	-0.6	1%	14	5	2	0	-1.3%	2	2
Cc1ccc(N2CC(C(=O)Nc3cccc(C(=O)NC4CC4)c3)CC2=O)cc1 (stereo not given)	0.6	·	-12	3	11	3	1.5%	0	3
O=C(NCC1CCCO1)C1CCCN(c2ncccn2)C1 (stereo not given)	-0.1	-9%	-10	7	4	2	0.0%	21	-1
COc1cccc2cc(-c3nc4ccc(C)cc4[nH]3)c(=O)oc12	12	79%[activator]	-4	0	2	2	7.4%	-2	2
CC(=O)NCC1=C(NC(C)=O)C2CC1C(C)(C)C2C (stereo not given)	0.3	3%	14	·	10	3	2.8%	10	-3

An excerpt; the hit share may differ from the screen's.
